# Screens: PubChem BioAssay, several laboratories
# HIF-2a block: HIF-2a reporter inhibitors, primary screen, luminescence, 786-0 RCC cells; 786-0 RCC cells HIF-2a reporter, luciferase luminescence, overnight; inhibition, % at 18.8 µM; 360,000 compounds, 0.72% hits; AID 624352, 2012;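 active means inhibition of the luminescence signal of 40% or more relative to plate controls, in a single-dose primary screen at 18.75 µM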
# Shn3 3UTR inh: reduction of Shn3 3'UTR firefly luciferase signal, primary screen, Schnurri-3 inhibitor project, cell-based, Clone20 osteoblasts, set 2; 360,000 compounds, 0.52% hits; inhibition, % at 12.5 µM; Clone20 osteoblast Shn3 3'UTR firefly luciferase, 24 h;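 active means mean inhibition of at least 75% with every replicate also reaching 75%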;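 further: 0% = median of neutral control wells and 100% = pilot-screen positive control compound; some compounds past the cut are filed as inactive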
# NR2E3 ag-1: inhibitors of NR2E3-RetCOR corepressor binding, primary screen, NR2E3 agonist project, biochemical, TR-FRET, GST-NR2E3, biotin-RetCOR; Photoreceptor-specific nuclear receptor (Homo sapiens), Q9Y5X4; 1536-well; inhibition of corepressor binding, % at 4.78 µM; 320,000 compounds, 0.12% hits; AID 2300, 2010;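 active means percent inhibition above the cutoff of mean plus 3 SD of all tested compounds, set per screening campaign, cut at about 20% in these data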;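 further: 0% = DMSO wells and 100% = biotin wells as full block of FRET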
# Target sequence (Q9Y5X4 whole entry, looked up): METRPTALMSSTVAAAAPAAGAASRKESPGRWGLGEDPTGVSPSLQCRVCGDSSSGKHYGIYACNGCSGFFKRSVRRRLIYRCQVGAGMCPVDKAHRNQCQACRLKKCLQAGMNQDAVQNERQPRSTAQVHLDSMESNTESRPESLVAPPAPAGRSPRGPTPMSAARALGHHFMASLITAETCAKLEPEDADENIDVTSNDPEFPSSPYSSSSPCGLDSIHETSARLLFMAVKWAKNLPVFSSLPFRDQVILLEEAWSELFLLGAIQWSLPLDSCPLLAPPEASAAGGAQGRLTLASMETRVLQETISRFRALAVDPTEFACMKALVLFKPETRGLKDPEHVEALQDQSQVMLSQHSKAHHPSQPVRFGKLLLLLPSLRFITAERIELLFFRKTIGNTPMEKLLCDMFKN
#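 System: GST-tagged NR2E3 plus biotinylated RetCOR corepressor; Amount: 1.35 nM GST-tagged NR2E3 final; Dosing: single nominal compound dose of 4.8 µM; Schedule: 5 h incubation at 4 °C; Technique: TR-FRET with europium anti-GST and streptavidin-D2, 340 nm excitation; Controls: biotin wells as high control, 0.6% DMSO wells as low control.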
# CaV13 ICDI inh: Disruptors of the CACNA1D IQ motif to Ca2+-dependent inactivation inhibitor domain association, primary screening, Förster resonance energy transfer in intact living …. HEK cells, CFP/YFP FRET ICDI-IQ, plate reader, 10 min; percent FRET-ratio fall versus neutral wells. inhibition, % at 12.3 µM. 340,000 compounds, 0.098% hits. AID 743397;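 active means mean replicate inhibition of at least 30% and at least 1% of replicates passing that level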;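 further: 0% = median of the neutral control wells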
# Cardio protect: cardioprotection against H2O2-induced cell death, primary screen, uHTS, H9c2 cells, ATPLite luminescence; H9c2 cardiomyocytes, H2O2 injury protection, 2 h; AID 588492, 2011; 360,000 compounds, 0.63% hits; protection from H2O2 cell death, % at 20 µM;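 active means compounds giving at least 50% protection of heart cells from peroxide-induced death in the single-dose screen, raw or plate-pattern-corrected value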;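 further: 0% = DMSO wells with peroxide and 100% = DMSO wells without peroxide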
# MITF TRPM1 inh: inhibitors of MITF-dependent TRPM1 promoter reporter, primary screen, cell-based, SK-MEL-5, single point, luciferase | SK-MEL-5 TRPM1 promoter luciferase, 24 h | inhibition, % at 12.5 µM | 330,000 compounds, 0.83% hits;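 active means mean inhibition across replicates of 60% or more, whatever share of single replicates reaches that level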; further: values of inactives mirror those of a sister screen read the other way
# HTR2A ag: mouse Htr2a agonists via beta-arrestin recruitment, primary screen, cell-based, luminescence; 5-hydroxytryptamine receptor 2A (Mus musculus), P35363; CHO-K1 mHTR2A beta-arrestin complementation; percent of 30 µM serotonin response; activation, % at 7.6 µM; 360,000 compounds, 0.66% hits;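 active means activation above a run cutoff, the mean activation of all tested compounds plus 3 SD, cut at about 14% in these data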;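 further: 0% = plate median of compound wells and 100% = 30 µM serotonin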
# Target sequence (P35363 whole entry, looked up): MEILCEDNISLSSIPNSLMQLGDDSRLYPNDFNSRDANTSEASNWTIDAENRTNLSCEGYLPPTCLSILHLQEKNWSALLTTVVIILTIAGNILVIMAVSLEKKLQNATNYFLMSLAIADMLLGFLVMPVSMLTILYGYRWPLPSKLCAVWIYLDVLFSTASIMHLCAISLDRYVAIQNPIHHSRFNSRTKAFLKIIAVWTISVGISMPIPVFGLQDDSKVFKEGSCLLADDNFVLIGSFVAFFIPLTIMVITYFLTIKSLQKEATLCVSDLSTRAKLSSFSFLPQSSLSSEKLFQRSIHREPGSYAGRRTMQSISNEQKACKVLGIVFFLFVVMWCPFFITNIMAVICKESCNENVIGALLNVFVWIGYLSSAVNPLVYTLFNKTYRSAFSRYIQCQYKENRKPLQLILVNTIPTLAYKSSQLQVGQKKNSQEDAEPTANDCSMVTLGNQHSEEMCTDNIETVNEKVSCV
# Peg3 prom inh: Peg3 promoter-driven luciferase inhibitors, primary screen, cell-based, HeLa, luciferase luminescence. 360,000 compounds, 1.7% hits. AID 588405, 2011. HeLa PEG-Prom luciferase reporter, overnight. inhibition, % at 20 µM;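 active means inhibition of at least 50% at 20 µM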
# PDI inh: inhibitors of human PDI, primary screen, biochemical, turbidity, single point, plate reader. Protein disulfide-isomerase (Homo sapiens), P07237. PDI insulin aggregation turbidity, A650, 90 min. inhibition, % at 10 µM. 350,000 compounds, 0.052% hits. AID 588391, 2011;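 active means mean inhibition across replicates of 30% or more, whatever share of single replicates reach that level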;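 further: absorbance from insulin aggregation driven by PDI reduction with DTT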
# iPSC survival up: enhancers of single-cell hiPSC survival, primary screen, ATPlite luminescence; AID 602274, 2012; 360,000 compounds, 0.044% hits; survival enhancement, % at 20 µM; 100% = ROCK inhibitor wells, 0% = DMSO; in the data active means survival enhancement above about 18%;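 further: cells exposed to compounds for 16 hours before the ATP read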
# NR2E3 ag-2: NR2E3 agonists in two-hybrid cells, primary screen, cell-based, luminescence, CHO-S, Gal4-NCOR/VP16-NR2E3. 360,000 compounds, 0.35% hits. AID 602229, 2012. inhibition of corepressor binding, % at 3.98 µM. luciferase. Photoreceptor-specific nuclear receptor (Homo sapiens), Q9Y5X4;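 active means inhibition above the mean of all tested compounds plus 3 SD, cut at about 70% in these data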;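 further: 0% = DMSO with NR2E3 transfected cells and 100% = cells lacking NR2E3 construct; higher means lower luciferase signal from less NR2E3 corepressor binding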
# * = called active by the depositor; . = no result given.
SMILES,HIF-2a block,Shn3 3UTR inh,NR2E3 ag-1,CaV13 ICDI inh,Cardio protect,MITF TRPM1 inh,HTR2A ag,Peg3 prom inh,PDI inh,iPSC survival up,NR2E3 ag-2
C=CCOc1ccc(C(c2c(C(=O)O)[nH]c3ccccc23)c2c(C(=O)O)[nH]c3ccccc23)cc1,21,0,1,-6,-1,17,-4,19,-2,0.2,-25
COc1cc(C(=O)NCC(=O)N/N=C/c2cccnc2)cc(OC)c1OC,7,4,1,-4,5,4,8,-6,-8,0.5,-43
COc1ccc(C)cc1NC(=O)CCS(=O)(=O)c1ccc2c(c1)CCN2C(C)=O,3,10,1,-18,-6,14,2,0,-12,0.9,22
CN(C)C(=S)Nn1c(-c2ccccc2)nc2ccccc2c1=O,12,-40,1,-5,9,-10,0,-5,-7,-1.2,26
O=C(CSCc1nc2ccccc2[nH]1)N1CCN(c2ccc(F)cc2)CC1,-1,15,2,.,-23,26,-5,12,-2,4.9,-1
O=C(CSc1n[nH]c(-c2ccccc2)n1)Nc1ccc(N2CCOCC2)cc1,-4,1,2,-3,1,-9,3,-3,14,-4.1,-11
C=CCn1c(-c2csc(-c3ccc(OC)c(OC)c3)n2)n[nH]c1=S,14,-10,7,1,10,-6,7,14,1,-0.4,-7
CC(=O)Nc1ccc(NC(=O)c2ccc(-c3ccc([N+](=O)[O-])cc3)o2)cc1,-2,-3,5,-7,15,-2,-1,11,2,0.5,-7
Nc1c(C(=O)Nc2ccc(Cl)cc2)oc2ccccc12,-246,-39,8,-6,-3,-34,-5,-253,6,-0.9,-101
Cc1ccc(OCC(=O)Nc2ccc3oc(=O)ccc3c2)cc1C,-7,-8,4,-7,1,-15,2,-12,2,-0.3,-9
c1csc(-c2ncc3ccccn23)c1,-34,5,-5,-2,30,-7,2,-28,-2,0.5,20
CN(C)CCC1c2ccc(Cl)cc2CCc2cccnc21 (centres undefined) (tested in a mixture with another compound),33,-15,9,-9,7,10,-14,10,-15,1.3,-13
O=C(CN1CCCN(S(=O)(=O)c2ccc(F)cc2)CC1)Nc1cccc(F)c1,-8,11,1,-3,-2,15,-1,-11,-3,0.2,-2
Cc1ccc(NC(=O)CCNC(=O)c2ccc(Cl)cc2)nc1,-132,-37,1,.,-1,-48,6,-160,5,-0.3,-3
C#CCN(C[C@@H]1[C@@H](OC(=O)NCc2ccccc2)[C@@H](OC(=O)NCc2ccccc2)Cn2c(=O)n(CCCCCC)c(=O)n21)S(=O)(=O)c1ccc(C)cc1,5,23,.,-3,-10,.,9,7,0,1.7,0
O=C(O)CCCCCCCCc1cn(CC2CCCCC2)nn1,18,-5,-1,-10,1,4,13,-4,1,0.7,-5
CC1CCCN(C2=NC(=O)/C(=C/c3cn(-c4ccccc4)nc3-c3cccc(S(=O)(=O)N(C)C)c3)S2)C1 (centres undefined),-2,4,2,.,3,-5,-4,13,-3,-0.3,-30
COc1ccccc1CNC(=O)CCNS(=O)(=O)c1ccc2c(c1)CC(C)N2C(C)=O (centres undefined),2,14,-1,-13,-5,5,-2,-1,-1,-0.6,-10
CN(C)S(=O)(=O)c1cccc(C(=O)Nc2ccccc2Cl)c1,-23,-5,2,-3,-3,-6,2,-7,3,-2.7,-42
CCOC(=O)C1C(=O)N(C(=O)c2ccc(OC)cc2)CC1c1ccccc1 (centres undefined),6,-5,6,-9,-4,1,2,11,-21,2.1,1
CC(C)(C)NC(=O)CSc1nnc(-c2ccccn2)n1Cc1ccccc1,5,8,2,1,13,7,4,-21,5,1.3,3
COc1cc(/C=N\NC(=O)CC(=O)NCCc2ccccc2)ccc1O,13,18,-2,-5,-4,4,0,12,-7,0.9,14
CC(=O)Nc1sc2c(c1C(c1cccs1)N1CCOCC1)CCCC2 (centres undefined),30,3,3,-5,-2,-3,0,10,1,0.8,-25
CCOc1cc(N2CCOCC2)c(OCC)cc1NC(=O)COc1ncnc2ccccc12,22,1,-2,-5,4,15,7,14,-2,3.9,-9
Cc1ccc(C(=O)OCC(=O)Nc2ccccc2C(F)(F)F)cc1S(=O)(=O)N1CCOCC1,8,-2,-1,.,-1,5,3,0,-4,1.6,-6

# Ordered by molecular weight (smallest number first): part of the list above
SMILES,HIF-2a block,Shn3 3UTR inh,NR2E3 ag-1,CaV13 ICDI inh,Cardio protect,MITF TRPM1 inh,HTR2A ag,Peg3 prom inh,PDI inh,iPSC survival up,NR2E3 ag-2
C=CCn1c(-c2csc(-c3ccc(OC)c(OC)c3)n2)n[nH]c1=S,14,-10,7,1,10,-6,7,14,1,-0.4,-7
O=C(CSc1n[nH]c(-c2ccccc2)n1)Nc1ccc(N2CCOCC2)cc1,-4,1,2,-3,1,-9,3,-3,14,-4.1,-11
Cc1ccc(C(=O)OCC(=O)Nc2ccccc2C(F)(F)F)cc1S(=O)(=O)N1CCOCC1,8,-2,-1,.,-1,5,3,0,-4,1.6,-6

# Later entries:
SMILES,HIF-2a block,Shn3 3UTR inh,NR2E3 ag-1,CaV13 ICDI inh,Cardio protect,MITF TRPM1 inh,HTR2A ag,Peg3 prom inh,PDI inh,iPSC survival up,NR2E3 ag-2
NC(N)=N/N=C/c1ccccc1,-8,-13,-4,-6,2,-7,1,-1,12,0.2,-14
CC1(C)Cc2cccc(OCC(=O)OCc3nnc(-c4ccccc4)o3)c2O1,7,-16,-2,-2,4,-5,2,-10,-7,-1.2,-36
C#CCOc1ccccc1C(N)=O,22,0,-1,-21,24,.,8,2,17,-0.7,-18
C/C(=N\NC(=O)COc1cc(C)cc(C)c1)c1ccc(N2CCOCC2)cc1,-2,-14,0,0,1,4,-4,3,10,-2.1,6
CC(=O)c1ccc2c(c1)N(Cc1ccc3ccccc3c1)C(=O)C(C)S2 (centres undefined),5,9,.,-6,0,.,-6,11,5,-0.4,-9
CC(C)N1CC(C(=O)Nc2cc(Cl)cc(Cl)c2)CC1=O (centres undefined),16,-14,5,-5,1,-11,-3,11,3,0.9,-14
Cc1nnc(SCc2ccccc2Cl)n(N)c1=O,-8,-12,3,-1,7,20,1,1,0,0.5,-21
O=C(c1ccc(NS(=O)(=O)c2ccc(F)cc2)cc1)N1CCN(c2ccccc2O)CC1,7,11,-1,-6,3,4,6,13,5,-0.5,10
COc1ccccc1C(=O)Nc1ccc2nc3n(c(=O)c2c1)CCCC3,-88,-25,-1,-19,4,-68,-5,-57,1,-0.1,-11
O=C(CN1C(=O)CSc2ncccc21)Nc1cccc(Cl)c1,-18,-1,0,-9,11,-12,5,-5,.,0.5,-1
CCC1(CC)NC(=O)N(CC(=O)OCC(=O)NC(=O)c2ccccc2OC)C1=O,-3,-5,0,-6,9,10,7,9,2,0.2,-17
c1ccc(CCNc2nnnn2-c2ccccc2)cc1,-47,8,1,-5,-1,-9,0,-24,4,3.9,6
Cc1noc(C)c1CSc1nnc2ccccn12,12,4,0,-5,7,15,-2,-6,-4,0.2,-8
CC(C)(C)c1ccc(C(=O)N2CCN(CCNC(=O)C(=O)Nc3ccc(F)cc3)CC2)cc1,-41,24,6,-2,-7,-5,-5,-27,-2,-0.1,-30
CN1c2ccccc2-c2nc3ccccc3n2C1c1ccccn1 (centres undefined),-12,-8,1,.,8,16,-3,-5,-5,-3.0,6
COC(=O)c1cc(CN2CCN(c3ccccc3)CC2)ccc1O,19,10,-1,-5,-4,5,-2,18,-1,0.3,3
Cc1c(Br)cccc1NC(=O)c1sccc1-n1cccc1,4,21,.,-4,4,5,-6,15,-5,-4.2,-41
CCOc1cccc2cc(-c3csc(NC(=O)CCC(=O)N4CCC(C)CC4)n3)c(=O)oc12,-10,12,-2,-5,6,33,3,1,3,-0.6,-6
CC(NC(=O)c1cccs1)C(=O)NC1=NCCS1 (centres undefined),9,7,2,-8,7,-7,1,10,-1,0.6,-18
CC(Oc1ccc2c3c(c(=O)oc2c1)CCCC3)C(=O)NC1CC(C)(C)NC(C)(C)C1 (centres undefined),7,-6,-1,-4,6,-2,-2,-3,3,0.6,-7
Cc1ccc(-c2csc(NC(=O)c3cccc(C)c3)c2C(=O)O)cc1,-262,-28,-1,-5,-7,-18,15*,-134,3,-0.3,42
COCCNC(=O)CN(C(=O)CCC(=O)Nc1nccs1)c1ccccc1OC,4,1,2,.,14,1,2,3,2,-0.9,-20
CCN(CC)CCN(C)Cc1nc(C(c2ccccc2)c2ccccc2)no1,1,8,-2,-21,-4,-4,-1,-11,12,-0.5,0
Cn1cccc1/C=N/NC(=O)C(O)c1ccccc1 (centres undefined),-6,9,3,1,-1,-2,8,-9,5,-0.8,1
COc1ccc(NC(=O)Cn2nnc(C(=O)NCc3cccs3)c2N)cc1OC,6,-35,-2,-4,-1,2,-3,6,-5,0.8,4

# Single records, as listed above:
# Cc1c(Br)cccc1NC(=O)c1sccc1-n1cccc1 is listed with HIF-2a block: 4; Shn3 3UTR inh: 21; NR2E3 ag-1: .; CaV13 ICDI inh: -4; Cardio protect: 4; MITF TRPM1 inh: 5; HTR2A ag: -6; Peg3 prom inh: 15; PDI inh: -5; iPSC survival up: -4.2; NR2E3 ag-2: -41
# CC(Oc1ccc2c3c(c(=O)oc2c1)CCCC3)C(=O)NC1CC(C)(C)NC(C)(C)C1 (centres undefined) is listed with HIF-2a block: 7; Shn3 3UTR inh: -6; NR2E3 ag-1: -1; CaV13 ICDI inh: -4; Cardio protect: 6; MITF TRPM1 inh: -2; HTR2A ag: -2; Peg3 prom inh: -3; PDI inh: 3; iPSC survival up: 0.6; NR2E3 ag-2: -7

# In the list so far, 3 contain a COOH group:
SMILES,HIF-2a block,Shn3 3UTR inh,NR2E3 ag-1,CaV13 ICDI inh,Cardio protect,MITF TRPM1 inh,HTR2A ag,Peg3 prom inh,PDI inh,iPSC survival up,NR2E3 ag-2
C=CCOc1ccc(C(c2c(C(=O)O)[nH]c3ccccc23)c2c(C(=O)O)[nH]c3ccccc23)cc1,21,0,1,-6,-1,17,-4,19,-2,0.2,-25
O=C(O)CCCCCCCCc1cn(CC2CCCCC2)nn1,18,-5,-1,-10,1,4,13,-4,1,0.7,-5
Cc1ccc(-c2csc(NC(=O)c3cccc(C)c3)c2C(=O)O)cc1,-262,-28,-1,-5,-7,-18,15*,-134,3,-0.3,42
